RXFP1 antagonist – qHTS Assay for Antagonists of the Relaxin Receptor RXFP1. Relaxin receptor 1 (Homo sapiens), Q9HBX9. HEK293-RXFP1, relaxin-stimulated cAMP HTRF, 30 min; hits give low values. activity change, negative = inhibition, % at 57.5 µM. 0.59% of 350,000 active;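 active = activity change of -60% or lower, but not beyond a set lower limit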; also: % is scaled to controls: 0 for no effect and ±100 for the full control effect
D1 potentiator – Potentiators of Human D1 Dopamine Receptor: qHTS; D(1A) dopamine receptor (Homo sapiens), P21728; HEK293 TREx D1 cells, calcium flux, dopamine EC20 potentiation; potentiation, % at 10 µM; 0.036% of 360,000 active; in the data active = potentiation above about 30%; also: 0% is about no effect
TRHR PAM – qHTS for Small Molecule Agonists and Allosteric Enhancers of Human TRH Receptor: Primary Screen for Enhancers. Thyrotropin-releasing hormone receptor (Homo sapiens), P34981. TRHR cells, fluo-8 calcium fluorescence, EC20 TRH enhancement. enhancement, % at 2 µM. 0.66% of 360,000 active. AID 493056, 2011; in the data active = enhancement above about 30%; also: 0% is about no effect
Target sequence (P34981 whole entry, looked up): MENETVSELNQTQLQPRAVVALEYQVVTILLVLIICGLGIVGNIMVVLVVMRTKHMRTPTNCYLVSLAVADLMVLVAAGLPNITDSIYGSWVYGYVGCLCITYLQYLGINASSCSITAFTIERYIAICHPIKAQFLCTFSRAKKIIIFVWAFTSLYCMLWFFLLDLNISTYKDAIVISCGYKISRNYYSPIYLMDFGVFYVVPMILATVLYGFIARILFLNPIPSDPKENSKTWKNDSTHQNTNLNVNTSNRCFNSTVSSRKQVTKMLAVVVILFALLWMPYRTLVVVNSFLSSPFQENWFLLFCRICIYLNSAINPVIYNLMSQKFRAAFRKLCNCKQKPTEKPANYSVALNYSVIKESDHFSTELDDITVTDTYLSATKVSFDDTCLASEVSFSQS
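Enhancer read-out: after compound pinning and an initial kinetic agonist-mode read, an EC20 of TRH (10 nM final) was injected and fluo-8 calcium signal (Ex 480/Em 530) followed at 1 s/cycle for 100 cycles in TRHR-expressing cells.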
D1 agonist – Allosteric Agonists of the Human D1 Dopamine Receptor: qHTS | D(1A) dopamine receptor (Homo sapiens), P21728 | HEK293 T-REx D1 cells, calcium flux, agonist mode | activation, % at 2 µM | 1% of 360,000 active | AID 504660, 2011; also: 0% is about no effect
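Tetracycline-induced HEK293 TREx D1 cells, force-coupled to calcium signalling, were dye-loaded with a no-wash calcium kit. Compound was pin-added after a 10 s baseline. Fluorescence was read kinetically at 1 cycle/s for 180 s, with calcium rises flagged as agonism.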
D2 antag – HTS Assay for Allosteric Antagonists of the Human D2 Dopamine Receptor: Primary Screen for Antagonists; D(2) dopamine receptor (Homo sapiens), P14416; HEK293 TREx D2 cells, calcium flux, dopamine EC80; inhibition, % at 10 µM; 2% of 340,000 active; AID 485344, 2010; in the data active = inhibition above about 30%; also: 0% is about no effect
Target sequence (P14416 whole entry, looked up): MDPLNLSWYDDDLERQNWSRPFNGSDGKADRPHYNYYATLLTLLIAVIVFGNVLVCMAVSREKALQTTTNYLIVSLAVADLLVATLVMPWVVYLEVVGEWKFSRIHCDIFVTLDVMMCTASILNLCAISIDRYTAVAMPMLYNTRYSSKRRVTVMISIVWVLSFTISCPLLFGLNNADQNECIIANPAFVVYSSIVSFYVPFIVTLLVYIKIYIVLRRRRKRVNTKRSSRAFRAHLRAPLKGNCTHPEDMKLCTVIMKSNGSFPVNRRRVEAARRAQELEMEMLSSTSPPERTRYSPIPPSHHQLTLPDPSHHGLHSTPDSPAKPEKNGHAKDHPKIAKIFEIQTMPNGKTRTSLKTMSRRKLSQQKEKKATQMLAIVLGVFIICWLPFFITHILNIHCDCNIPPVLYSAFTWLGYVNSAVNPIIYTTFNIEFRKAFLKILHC
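HEK293 T-REx D2 cells, tet-induced, calcium dye no-wash. Cpd pintool add, 180 s kinetic, then EC80 DA, 180 s kinetic. Ca flux read.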
TRHR ag – qHTS for Small Molecule Agonists and Allosteric Enhancers of Human TRH Receptor: Primary Screen for Agonists; TRHR cells, calcium flux fluo-8, FDSS agonist mode; activation, % at 2 µM; 0.18% of 360,000 active; also: 0% is about no effect
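Read-out: compound-evoked intracellular calcium rise in TRHR cells, fluo-8 dye, kinetic FDSS fluorescence at 1 s/cycle following a 10-cycle baseline. Cells cultured overnight before dye loading (30 min–1.5 h, RT).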
D1 antag – Antagonist of Human D 1 Dopamine Receptor: qHTS; D(1A) dopamine receptor (Homo sapiens), P21728; HEK293 TREx D1 cells, calcium flux, dopamine EC80; hits give low values; activity change, negative = inhibition, % at 10 µM; 3.2% of 360,000 active; AID 504652, 2011; in the data active = activity change below about -30%; also: % is scaled to controls: 0 for no effect and ±100 for the full control effect
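Antagonism measured as reduced calcium response to an EC80 dopamine addition following 180 s compound pre-read; cells were inducible HEK293 Trex D1 plated overnight at 30 C, read kinetically at 1 cycle/sec.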
D2 ag – HTS Assay for Allosteric Agonists of the Human D2 Dopamine Receptor: Primary Screen for Agonists; D(2) dopamine receptor (Homo sapiens), P14416; HEK293 T-REx D2 cells, calcium flux agonist mode; activation, % at 2 µM; 0.53% of 340,000 active; AID 485358, 2010;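 active = activation over 3 SD above normal in the single-dose calcium agonist read, cut at about 30% in these data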; also: 0% is about no effect
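Calcium-flux readout, 1 cycle/sec over 180 s following compound pin transfer, in inducible HEK293 Trex D2 cells (force-coupled); dopamine controls included. Positive calcium responses during this window marked compounds as potential agonists.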
D2 potentiator – HTS Assay for Positive Allosteric Modulators of the Human D2 Dopamine Receptor: Primary Screen for Potentiators; D(2) dopamine receptor (Homo sapiens), P14416; HEK293 T-REx D2, calcium flux, EC20 dopamine potentiation; potentiation, % at 10 µM; 0.34% of 340,000 active;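 active = potentiation over 3 SD above the plate norm, cut at about 30% in these data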; also: 0% is about no effect
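Cells plated with tetracycline inducer and held overnight at 30 C; calcium dye loaded 30–90 min at room temperature; baseline taken, compound added and read 180 s; EC20 dopamine then added and read 180 s.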
Numbers without * were called inactive. Rule as the data show it, unless noted: active = activation above about 30%; inactive = the rest. Compounds were not picked by outcome; overall some 7.3% were active at least once.

O=C(c1cc(-c2ccncc2)nc2ccc(Cl)cc12)N1CCN(Cc2ccc3c(c2)OCO3)CC1 was read as RXFP1 antagonist 4.1, D1 potentiator -7.4, TRHR PAM 4.0, D1 agonist 2.5, D2 antag 2.8, TRHR ag 0.6, D1 antag 0.9, D2 ag 0.5 and D2 potentiator -7.9.
Screening O=C(COC(=O)Cn1[nH]c(=O)c2ccccc2c1=O)NNC(=O)c1ccc(Br)cc1 returned RXFP1 antagonist 0.1, D1 potentiator 3.1, TRHR PAM -2.6, D1 agonist -0.2, D2 antag 21.1, TRHR ag 0.2, D1 antag 4.5, D2 ag -0.2 and D2 potentiator 10.5.
`CC(C(=O)NC1C(=O)N2C(C(=O)O)=C(CSc3nnnn3C)CSC12)n1cc(Br)cn1` (stereo not drawn) gave RXFP1 antagonist 4.8, D1 potentiator -1.4, TRHR PAM 3.8, D1 agonist 1.9, D2 antag -5.8, TRHR ag 0.2, D1 antag 6.4, D2 ag -0.8 and D2 potentiator -2.4.
`COc1ccc(S(=O)(=O)N/N=C(/C)c2ccc(Cl)cc2)cc1` gave RXFP1 antagonist 8.1, D1 potentiator 3.9, TRHR PAM -7.6, D1 agonist 0.8, D2 antag 1.5, TRHR ag -0.8, D1 antag -1.3, D2 ag 0.1 and D2 potentiator -0.1.
For CCCNC(=O)c1c(O)c2c([nH]c1=O)CCCC2 the results were RXFP1 antagonist 0.4, D1 potentiator -1.4, TRHR PAM 1.5, D1 agonist 0.3, D2 antag 18.0, TRHR ag -0.3, D1 antag -3.8, D2 ag -0.6 and D2 potentiator -3.8.
CC(=O)c1ccccc1NC(=O)CCNC(=O)c1ccco1 was read as RXFP1 antagonist -6.3, D1 potentiator 2.4, TRHR PAM -0.8, D1 agonist -2.2, D2 antag -10.6, TRHR ag 0.8, D1 antag -7.7, D2 ag 2.0 and D2 potentiator -16.3.
For S=c1[nH]nc(COc2ccc3c(c2)OCO3)n1-c1ccccc1 the results were RXFP1 antagonist -23.2, D1 potentiator 10.1, TRHR PAM -11.2, D1 agonist 2.9, D2 antag 11.2, TRHR ag 0.7, D1 antag -10.4, D2 ag 0.5 and D2 potentiator -0.5.
CCOc1ccc(/C(O)=C2/C(=O)C(=O)N(CCN(CC)CC)C2c2ccco2)cc1 (stereo not drawn) was read as RXFP1 antagonist -8.3, D1 potentiator -8.6, TRHR PAM 3.1, D1 agonist 1.7, D2 antag 8.3, TRHR ag 1.1, D1 antag 7.1, D2 ag -0.5 and D2 potentiator 6.0.
For O=C(c1nc[nH]c1C(=O)N1CCN(c2ccccc2)CC1)N1CCN(c2ccccc2)CC1 the results were D1 potentiator -4.0, TRHR PAM -4.1, D1 agonist -0.7, D2 antag -2.9, TRHR ag 0.6, D1 antag 3.4, D2 ag 0.1 and D2 potentiator -7.2.
For Cc1ccc(C(=O)Nc2ccc3c(c2)OCCO3)o1 the results were RXFP1 antagonist 21.7, D1 potentiator -3.8, TRHR PAM -2.2, D1 agonist -1.1, D2 antag 11.1, TRHR ag -0.1, D1 antag -6.3, D2 ag 0.6 and D2 potentiator -7.9.
For COc1ccc(OCC(=O)NNC(=O)Cc2coc3cc(OC)ccc23)cc1 the results were RXFP1 antagonist -26.9, D1 potentiator 2.5, TRHR PAM 9.0, D1 agonist 3.7, D2 antag 3.1, TRHR ag 0.2, D1 antag -11.7, D2 ag -0.6 and D2 potentiator 9.5.
For COc1ccc(CNC(=O)CCc2c(C)nc3cc(-c4ccc(OC)cc4OC)nn3c2C)cc1 the results were D1 potentiator 0.5, TRHR PAM 2.6, D1 agonist 0.9, TRHR ag 0.1, D1 antag -12.7, D2 ag 0.1 and D2 potentiator 1.2.
`CCn1nc(NS(=O)(=O)c2ccc(F)cc2)c2cc3cccc(C)c3nc21` gave RXFP1 antagonist 6.6, D1 potentiator 1.7, TRHR PAM -0.8, D1 agonist 0.8, D2 antag 9.4, TRHR ag 0.2, D1 antag -13.3, D2 ag -2.8 and D2 potentiator 4.2.
Screening CCOC(=O)[C@H]1[C@H]2COc3ccc(C)cc3[C@@H]2N2C(=O)CN(Cc3ccc(F)cc3)C(=O)[C@@]12C returned D1 potentiator -2.1, TRHR PAM -4.1, D1 agonist -1.9, D2 antag -3.7, TRHR ag 0.3, D2 ag 0.2 and D2 potentiator -10.4.
Screening Cc1ccc(NS(=O)(=O)c2ccccc2)c2c1CC(C)(C)O2 returned RXFP1 antagonist -8.7, D1 potentiator -8.7, TRHR PAM 21.1, D1 agonist 3.1, D2 antag -13.9, TRHR ag -0.7, D1 antag -2.0, D2 ag -0.4 and D2 potentiator 5.6.
`Cc1oc(-c2ccccc2)cc1C(=O)NCc1ccncc1` gave RXFP1 antagonist 2.9, D1 potentiator -4.0, TRHR PAM 2.5, D1 agonist 7.0, D2 antag -10.8, TRHR ag 1.0, D1 antag 24.5, D2 ag -0.5 and D2 potentiator -11.1.
CN(C)c1nc(SCCOC(=O)COc2ccc(Cl)cc2Cl)nc(N(C)C)n1 was read as RXFP1 antagonist -11.0, D1 potentiator 1.8, TRHR PAM -6.7, D1 agonist 10.0, D2 antag 1.7, TRHR ag 1.1, D1 antag -5.0, D2 ag 2.1 and D2 potentiator 1.1.
`O=C(NCc1cccnc1)c1cccc(S(=O)(=O)Nc2cccc(Cl)c2)c1` gave RXFP1 antagonist -4.5, TRHR PAM -4.8, D1 agonist 5.8, D2 antag 8.0, TRHR ag -0.3, D1 antag -1.7, D2 ag -0.1 and D2 potentiator -2.1.
Screening Cc1cc(NC(=O)c2cc(-c3ccncc3)nc3c(C)cccc23)no1 returned RXFP1 antagonist -1.9, D1 potentiator -8.0, TRHR PAM 1.8, D1 agonist -0.8, D2 antag 16.2, TRHR ag -0.1, D1 antag 4.9, D2 ag 1.1 and D2 potentiator -7.0.
For COc1ccccc1-n1c(=O)c2c3c(sc2n2c(SC(C)C)nnc12)CCC3 the results were RXFP1 antagonist -17.2, D1 potentiator 2.4, TRHR PAM -15.8, D1 agonist -4.6, D2 antag -12.9, TRHR ag -0.5, D1 antag 3.0, D2 ag -0.5 and D2 potentiator 17.1.
C=CCc1cccc(CNc2ccc(Br)cc2)c1O was read as RXFP1 antagonist -18.4, D1 potentiator -6.0, TRHR PAM -2.9, D1 agonist 1.9, D2 antag 12.2, TRHR ag -0.2, D1 antag -6.0, D2 ag 0.5 and D2 potentiator -11.4.
For CCCNC(=O)c1cc2nc(-c3ccc(Br)cc3)cc(C(F)(F)F)n2n1 the results were D1 potentiator -1.2, TRHR PAM 0.4, D1 agonist 2.6, TRHR ag -0.2, D1 antag 7.5, D2 ag -0.2 and D2 potentiator -9.6.
CCCOc1ccc(C(=O)Nc2ccc3nn(-c4ccc(OC)c(Cl)c4)nc3c2)cc1 was read as RXFP1 antagonist -4.8, D1 potentiator -0.8, TRHR PAM 1.4, D1 agonist 5.5, TRHR ag 0.8, D1 antag -1.8, D2 ag 0.9 and D2 potentiator 5.0.
`CCCOC(=O)Nc1ccc(S(=O)(=O)Nn2cnnc2)cc1` gave RXFP1 antagonist 7.9, D1 potentiator -6.8, TRHR PAM 0.4, D1 agonist 3.0, D2 antag 1.8, TRHR ag 0.3, D1 antag 5.3, D2 ag 0.4 and D2 potentiator -3.2.
Cc1ccc(C)c(S(=O)(=O)N(C)C2CCS(=O)(=O)C2)c1 (stereo not drawn) was read as RXFP1 antagonist 6.9, D1 potentiator -7.7, TRHR PAM 5.5, D1 agonist 0.1, D2 antag 1.4, TRHR ag 0.1, D1 antag -0.2, D2 ag -0.2 and D2 potentiator 7.9.
`CCCCN(C(=S)Nc1cccc(SC)c1)C1CCN(C(C)=O)CC1` gave RXFP1 antagonist 17.7, D1 potentiator -0.9, TRHR PAM 7.3, D1 agonist 3.8, TRHR ag -0.1 and D1 antag 0.8.
Cc1ccc(OCC(O)Cn2c(N3CCOCC3)nc3c2c(=O)[nH]c(=O)n3C)cc1 (stereo not drawn) was read as RXFP1 antagonist 1.0, D1 potentiator -0.6, TRHR PAM 8.1, D1 agonist 1.0, D2 antag -21.1, TRHR ag 0.6, D1 antag 4.9, D2 ag -0.3 and D2 potentiator 1.6.
Screening CC1=NN(c2ccccc2)C(=O)/C1=C/c1cc2cc(C)ccc2nc1N1CCCCC1 returned D1 potentiator 1.6, TRHR PAM -4.6, D1 agonist -1.3, D2 antag 17.2, TRHR ag -0.1, D1 antag -15.2, D2 ag -0.4 and D2 potentiator 9.1.
For Cc1ccc(C(=O)NC(=S)N(C)C2CCCCC2)cc1Br the results were D1 potentiator 3.9, TRHR PAM -1.0, D1 agonist 1.9, D2 antag -5.5, TRHR ag -0.3, D1 antag 1.7, D2 ag -0.8 and D2 potentiator 5.6.
CN(CC(=O)Nc1c(Cl)cccc1Cl)C(=O)CCc1nc2sc3c(c2c(=O)[nH]1)CCCC3 was read as RXFP1 antagonist -21.7, D1 potentiator -5.8, TRHR PAM 0.3, D1 agonist 0.1, D2 antag -7.0, TRHR ag 0.1, D1 antag 0.7, D2 ag -0.3 and D2 potentiator 2.4.
`O=C(Cc1ccc(Br)cc1)NCc1ccccc1` gave RXFP1 antagonist -8.7, D1 potentiator 4.3, TRHR PAM -0.4, D1 agonist 2.8, D2 antag 16.0, TRHR ag -1.4, D1 antag 1.5, D2 ag -2.2 and D2 potentiator 9.2.
For Cc1ccc(-n2c(=O)c3sccc3n(Cc3cc(=O)n4cc(Cl)ccc4n3)c2=O)cc1F the results were RXFP1 antagonist -12.7, D1 potentiator 0.9, TRHR PAM -4.7, D1 agonist -0.2, D2 antag 9.4, TRHR ag -0.5, D1 antag 11.7, D2 ag 1.1 and D2 potentiator -8.2.

Quoted at random: two entries already listed, in no set order.
For COc1ccccc1-n1c(=O)c2c3c(sc2n2c(SC(C)C)nnc12)CCC3 the results were RXFP1 antagonist -17.2, D1 potentiator 2.4, TRHR PAM -15.8, D1 agonist -4.6, D2 antag -12.9, TRHR ag -0.5, D1 antag 3.0, D2 ag -0.5 and D2 potentiator 17.1.
For COc1ccc(CNC(=O)CCc2c(C)nc3cc(-c4ccc(OC)cc4OC)nn3c2C)cc1 the results were D1 potentiator 0.5, TRHR PAM 2.6, D1 agonist 0.9, TRHR ag 0.1, D1 antag -12.7, D2 ag 0.1 and D2 potentiator 1.2.
